KLF5 inhibitor = inhibitors of KLF5 expression | DLD-1 KLF5 promoter-luciferase reporter, luminescence | inhibition, % at 5 µM | hit rate 0.23% among 290,000;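 active means inhibition above a per-plate limit of that plate's mean compound inhibition plus 3 SD, cut at about 60% in these data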;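 further: 0% = DMSO wells and 100% = LY294002 at 200 µM; higher means less KLF5 promoter-driven luciferase light; inactives centre near -14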
PolyA inh = blocks polyadenylation in yeast reporter cells; S. cerevisiae SKY197-pL101 polyadenylation reporter, beta-gal luminescence; efflux-impaired pdr1/pdr3 knockout yeast; score 100 = 6 SD above DMSO; calls only at 12 µM; hit rate 0.02% among 300,000; AID 1875;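 active means lowest replicate activity score at least 50, where 100 means six control SD above control mean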;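 further: yeast exposed to compound for 9 h at 30 °C; higher score means more reporter readthrough which indicates perturbed polyadenylation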
HSF-1 act = increases HSF-1 driven luciferase reporter signal | activation, % at 9 µM | hit rate 1.7% among 300,000 | NIH3T3-HGL HSF-1 luciferase reporter, MG132, 8 h; 100% = twice DMSO control signal;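 active means mean replicate activation of at least 50% with a set share of replicates each reaching 50%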;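 further: 0% = median of the neutral control wells and 100% = twice that signal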
GSK3B inh = human GSK3beta kinase inhibition; hit rate 0.038% among 300,000; activity score (negative = inhibition), % at 10 µM; P49841; GST-GSK3beta kinase, ADP-Glo luminescence, 60 min; hits give low values;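 active means more than half of replicate wells score below -50%, meaning over 50% inhibition versus plate controls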;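 further: 0% = median DMSO wells and -100% = median GW8510 positive control wells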
Target sequence (P49841 whole entry, looked up): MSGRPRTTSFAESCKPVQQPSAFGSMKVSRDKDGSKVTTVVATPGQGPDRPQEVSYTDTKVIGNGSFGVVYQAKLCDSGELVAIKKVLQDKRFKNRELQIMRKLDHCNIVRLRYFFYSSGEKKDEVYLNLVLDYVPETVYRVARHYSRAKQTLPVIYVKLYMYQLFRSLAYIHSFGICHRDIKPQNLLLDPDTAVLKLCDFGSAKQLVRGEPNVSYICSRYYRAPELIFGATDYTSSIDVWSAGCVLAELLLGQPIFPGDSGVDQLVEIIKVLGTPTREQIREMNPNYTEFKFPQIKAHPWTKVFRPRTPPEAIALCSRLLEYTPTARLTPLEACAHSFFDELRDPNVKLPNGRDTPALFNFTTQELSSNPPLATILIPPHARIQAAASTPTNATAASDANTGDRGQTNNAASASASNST
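Assay system: GST-fused GSK3beta enzyme, cell-free / Medium: Tris pH 7.5 buffer with MgCl2, DTT, BSA, heparin / Also added: peptide substrate plus 25 µM ATP (final) / Compound: 10 µM single point / Timing: kinase reaction with compound 60 min at room temperature / Detection: ADP-Glo luminescence / Benchmarks: DMSO neutral wells and GW8510 at 20 µM as positive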
aSyn UTR inh = 5' untranslated region of α-synuclein, MLPCN primary screen; alpha-synuclein 5'UTR reporter, inhibitor activity; inhibition, % (tested at 7.5 µM); hit rate 0.82% among 300,000; AID 1813; in the data active means inhibition above about 60%;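 further: H4 neuroglioblastoma cells stably carrying SNCA 5'UTR luciferase fusion; 0% = DMSO wells and 100% = positive control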
HSF1 inhib = HSF1 inhibition. NIH3T3-HGL HSE-luciferase, MG132-induced, luminescence 8 h; hits give low values. hit rate 0.77% among 300,000. activity change, negative = inhibition, % at 7.5 µM (by protocol). AID 2098;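 active means more than half of replicate wells show activity change below -50%, luminescence cut by over half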;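 further: luciferase reports HSF-1 transcriptional activity via heat shock element; 0% = median of DMSO wells and -100% = zero luminescence signal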
IEC-6 tox = counter-screen for KLF5 inhibitors: cytotoxicity in IEC-6 cells; IEC-6 cytotoxicity, luminescence viability; inhibition, % at 5 µM; hit rate 0.78% among 290,000; AID 1825; in the data active means inhibition above about 22%;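 further: 0% = plate median of test compound wells and 100% = cytotoxic reference compound wells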
HSP90 inh = HSP90 refolding inhibition in rabbit reticulocyte lysate; inhibition, % at 5.6 µM; hit rate 0.91% among 290,000; luciferase refolding luminescence, 3 h; AID 1789;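 active means inhibition above the screen-wide mean plus 3 SD, computed separately per campaign, cut at about 16% in these data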;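 further: 0% = DMSO wells and 100% = 60 µM geldanamycin wells; inhibitors lower the luminescence because luciferase stays unfolded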
AI-2 QS mod = modulators of Vibrio harveyi AI-2 quorum sensing system. Vibrio harveyi JMH597 AI-2 luminescence/OD600 ratio, 9 h; hits give low values; strain lacks LuxN and CqsS sensors; 0 = neutral-control median. activity change, % at 7.5 µM. hit rate 0.4% among 300,000. AID 2094; in the data active means activity change below about -75%, passing the limit was not always enough;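 further: luminescence divided by OD600 gain over 9 h not by final OD600 alone; inactives centre near 13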
GSK3 alpha inh = blocks human GSK-3 alpha kinase. AID 2650. P49840. ADP-Glo luminescence, 60 min. hit rate 0.1% among 320,000. inhibition, % at 10 µM;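 in the data active means inhibition above about 50%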;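 further: GST-tagged GSK-3 alpha with peptide substrate and 25 µM ATP; 0% = DMSO neutral wells and 100% = GW8510 positive control wells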
Target sequence (P49840 whole entry, looked up): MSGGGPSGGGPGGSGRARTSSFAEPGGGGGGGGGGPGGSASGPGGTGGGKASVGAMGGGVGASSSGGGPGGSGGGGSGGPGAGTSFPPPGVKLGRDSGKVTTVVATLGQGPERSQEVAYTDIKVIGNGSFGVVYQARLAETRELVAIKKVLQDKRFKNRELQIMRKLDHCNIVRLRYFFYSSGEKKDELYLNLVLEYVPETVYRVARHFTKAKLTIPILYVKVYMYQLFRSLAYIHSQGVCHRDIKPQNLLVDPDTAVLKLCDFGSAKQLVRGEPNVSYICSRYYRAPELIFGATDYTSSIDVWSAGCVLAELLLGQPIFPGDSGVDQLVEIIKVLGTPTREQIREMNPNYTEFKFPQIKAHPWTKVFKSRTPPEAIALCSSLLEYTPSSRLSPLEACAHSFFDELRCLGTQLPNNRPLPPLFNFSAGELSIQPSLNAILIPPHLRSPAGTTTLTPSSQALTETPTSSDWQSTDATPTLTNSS
An asterisk follows results filed as active; i = inactive; / = no result given. These rows are one share of the data (hit frequency here may not be typical).

compound | KLF5 inhibitor | PolyA inh | HSF-1 act | GSK3B inh | aSyn UTR inh | HSF1 inhib | IEC-6 tox | HSP90 inh | AI-2 QS mod | GSK3 alpha inh
COC(=O)c1cc(S(=O)(=O)N2CCCCC2)ccc1N1CCOCC1 | / | i | -5 | -1 | 7 | -3 | / | / | 12 | 0
COc1ccc(C(CCN2CCCCC2)c2c(OC)cc(OC)c3c(-c4ccccc4)cc(=O)oc23)cc1 (stereo unspecified) | / | i | -20 | -1 | 13 | -2 | / | / | 12 | -1
COc1ccc(-c2csc(N(CCCN(C)C)C(=O)c3ccc(C(C)(C)C)cc3)n2)cc1 | 9 | i | 12 | -9 | -3 | -5 | 0 | -1 | 1 | -1
Cc1ccc(S(=O)(=O)NC(C(=O)N2CCOCCOCCOCCOCC2)c2ccccc2)cc1 (stereo unspecified) | -25 | i | -8 | -1 | 22 | -4 | 2 | -1 | 5 | -2
O=C(O)CC1SC(=Nc2ccc(O)cc2)NC1=O (stereo unspecified) | 3 | i | -10 | 0 | 15 | -5 | -6 | -1 | -4 | 2
CCCCc1ccc(NC(=O)CSc2nc3ncccc3[nH]2)cc1 | -35 | i | 8 | 2 | -4 | 8 | 7 | -2 | -88* | /
CC(C)(C)C(=O)NC1CCN(S(=O)(=O)c2cccc(C(F)(F)F)c2)CC1 | -14 | i | 6 | 1 | 20 | -2 | 1 | 5 | 28 | -3
CCC(N=c1cc(-c2ccc(OC)cc2)oc2ccc(C)cc12)C(=O)O (stereo unspecified) | -171 | i | 59* | -1 | -120 | 32 | -8 | 3 | 14 | 1
CN1CCC(=NNC(=O)c2ccco2)CC1 | -45 | i | 1 | 3 | -7 | 3 | -2 | -2 | 10 | -2
Cc1cc(C(=O)N/N=C/c2cccs2)no1 | -20 | i | 20 | 2 | -34 | 4 | -2 | 0 | 9 | 6
C=CCOn1c(=O)c(-c2ccccc2)[n+]([O-])c2ccccc21 | -33 | i | 11 | 2 | 2 | 6 | -2 | -4 | 33 | 1
Cc1nn(-c2ccccc2)c(C)c1C(=O)OCC(=O)NCc1ccco1 | -28 | i | 16 | / | -22 | 1 | -4 | 3 | / | -4
Cc1n[nH]c(C)c1Sc1ccccc1N=Cc1cc(Cl)cc([N+](=O)[O-])c1O | -9 | i | -11 | -1 | 4 | 12 | 0 | 0 | 19 | 1
O=C(COc1ccccc1)Nc1ccccc1NS(=O)(=O)c1cccs1 | -1 | i | 7 | 1 | -9 | -7 | 5 | -3 | -5 | -1
CC(C)(C)CC(=O)O/N=C(\N)c1ccncc1 | -8 | i | -4 | -2 | -32 | -2 | 5 | 0 | 39 | -2
CCOC(=O)C1=C(c2ccccc2)O/C(=C(/C(=O)OC)C(F)(F)F)S1 | -8 | i | 5 | 3 | 10 | -1 | -1 | 2 | 5 | -2
COc1cc(C2C(C#N)=C(N)OC3=C2C(=O)CC(C)(C)C3)cc2c1OCO2 (stereo unspecified) | / | i | 0 | -3 | -17 | 1 | / | / | 20 | 1
COC(=O)c1cc(COc2ccc3c4c(c(=O)oc3c2)CCC4)c(C)o1 | 7 | i | 0 | 5 | 9 | -2 | -1 | 1 | 2 | /
COC(=O)[C@@]1(Cc2ccc(OC)cc2)[C@H]2c3cc(C(=O)N4CCCC4)n(C[C@H](O)CO)c3C[C@H]2CN1C(=O)c1ccccc1 | / | i | 2 | 2 | 5 | -6 | / | / | 15 | /
CC1(C)CC(=O)C2=C(C1)Nc1[nH]n(-c3ccccc3)c(=O)c1C2c1ccc2c(c1)OCO2 (stereo unspecified) | -26 | i | 2 | 2 | 36 | 4 | -8 | -1 | 16 | /
O=C(Cc1ccccc1Cl)Nc1cccc(S(=O)(=O)N2CCOCC2)c1 | -3 | i | -4 | -2 | -48 | 3 | 9 | -3 | 54 | 1
CSc1ccc(/C=N\Nc2nncn2N)cc1 | -57 | i | 95* | 2 | -24 | 37 | -4 | -2 | 6 | -1
Cc1nn(C)cc1C(=O)Nc1cc(Oc2ccc(Cl)cc2)cc([N+](=O)[O-])c1 | -31 | i | 25 | -4 | 2 | 4 | 4 | -4 | 6 | 0
COc1ccc(NC(=O)C2CCN(C(=O)c3cccs3)CC2)cc1 | -36 | i | 4 | 4 | 3 | -2 | -6 | 0 | 13 | -26
Cc1cc(-c2nn3c(C)nnc3s2)ccc1NC(=O)C(C)(C)C | -125 | i | -33 | 1 | -11 | -23 | 6 | 10 | 32 | 1
Cc1ccc(C)c(Nc2nc3ccc(C)cc3n3cnnc23)c1 | 6 | i | 26 | 0 | 49 | -3 | 2 | 3 | 5 | -1
O=C(NCC1CCCO1)c1cccc(NS(=O)(=O)c2ccccc2)c1 (stereo unspecified) | / | i | -5 | -4 | 5 | -1 | / | / | 16 | -1
O=C(Cn1ncc2c(=O)oc3ccccc3c21)N1CCN(c2ccccn2)CC1 | -13 | i | 2 | -3 | 21 | 6 | 5 | -2 | 13 | 9
O=C(CN1CCc2ccccc2C1)N1CCN(S(=O)(=O)c2ccccc2)CC1 | -30 | i | 5 | 3 | 7 | -11 | -2 | -2 | 16 | /
COc1ccccc1CNC(=O)CCCc1ccccc1 | -10 | i | -9 | 2 | -69 | 0 | 8 | 4 | 4 | -2
Nc1ccc(CN2CCOCC2)cc1 | -44 | i | -20 | 4 | 4 | -7 | -3 | -2 | 24 | -1
CC(=O)NC1C(OCc2cccc(Br)c2)OC(COC(C)=O)C(OC(C)=O)C1OC(C)=O (stereo unspecified) | -4 | i | -9 | 2 | 16 | -1 | 4 | 2 | 29 | -7
CCOC(=O)c1[nH]c(=O)c2ccccc2c1O | -20 | i | 11 | 3 | 19 | -7 | -1 | 3 | 21 | -2
CCC1=Nc2cc(C(=O)NCCN3CCOCC3)ccc2Sc2ccc(C)cc21 | 2 | / | 12 | -4 | -22 | 5 | 4 | 1 | -5 | -2
COC(=O)C1=C(C)N(c2ccc(OC)c(OC)c2)C(=O)/C1=C\c1cccs1 | -32 | i | 25 | 2 | -6 | 14 | -8 | 3 | 34 | -1
Cc1ccc(CNC(=O)C2CCN(S(=O)(=O)c3cnc[nH]3)CC2)cc1 | -20 | i | 8 | 0 | 16 | 3 | -4 | 0 | 13 | 1
Cc1ccc(OCCCSc2n[nH]c(N)n2)cc1 | -52 | i | 29 | -1 | 17 | 15 | -5 | -2 | 7 | 0
CC(C)[C@H](NS(=O)(=O)c1ccc2c(c1)OCCO2)C(=O)OCC(=O)Nc1cc(Cl)ccc1Cl | -17 | i | 11 | 1 | 9 | -6 | 0 | 2 | 3 | 1
Cc1ccc2nc(NCc3ccccc3)c(C=NCc3ccccc3)c(=O)n2c1 | -17 | i | -7 | -1 | -12 | 7 | -5 | 2 | 1 | 0
COc1ccc(NC2CC(=O)N(c3cccc(C)c3)C2=O)cc1 (stereo unspecified) | -9 | i | -6 | 2 | -36 | -3 | -1 | 3 | 10 | -1
C/C(=N/NC(=O)c1ccoc1C)c1cccc(NC(=O)C2CC2)c1 | -137 | i | 47 | 0 | -115 | 14 | 1 | -1 | 17 | -2
O=C(Nc1cccc([N+](=O)[O-])c1)c1cc(S(=O)(=O)Nc2ccccn2)ccc1Cl | -29 | i | 0 | 2 | 1 | -3 | 1 | 4 | 19 | 2
COC(=O)/C=C1/SC(=NC(=O)c2ccccc2)NC1=O | -14 | i | 9 | 0 | -35 | 3 | 0 | 0 | 1 | -1
Nc1nn2c(-c3ccccc3)cc(=O)[nH]c2c1N=Nc1ccc(O)cc1 | -3 | i | -5 | 0 | 1 | -6 | 0 | -2 | 20 | 1
COC(=O)C(CCSC)NC(=O)c1cc2c(n(-c3ccc(C)cc3)c1=O)CCCC2=O (stereo unspecified) | -7 | i | 15 | 3 | 1 | -1 | -2 | 1 | 30 | -3
Cc1ccc(OCc2cc(C(=O)N3CCN(CC(=O)NC(C)C)CC3)no2)cn1 | -37 | i | -4 | -1 | -2 | -1 | -3 | -8 | 6 | 0
COCCNC(=O)C(c1ccc(C)o1)N(C(=O)c1snc(C(N)=O)c1N)c1cc(C)cc(C)c1 (stereo unspecified) | -19 | i | 1 | 2 | -18 | -4 | -6 | 0 | 30 | 0
O=C(Nc1nnc(SCC(=O)N2CCCCC2)s1)C1CCCCC1 | -3 | i | 4 | 1 | 3 | 3 | -2 | 0 | 23 | 5
Cc1ccc(S(=O)(=O)NCCC(c2ccccc2)c2ccccc2)cc1C(=O)O | -8 | i | -12 | -1 | 10 | -3 | -8 | 0 | 2 | -3
CCSc1nnc(CNC(=O)C23CC4CC(CC(C4)C2)C3)n1Cc1ccccc1 | -10 | i | -1 | 0 | 11 | -1 | -12 | 1 | 5 | -1
O=C1c2[nH]nc(-c3ccccc3O)c2C(c2ccc(F)cc2)N1CC1CCCO1 (stereo unspecified) | -22 | i | -10 | -2 | 33 | 7 | 0 | 0 | 29 | 0
COc1ccccc1OC(=O)c1ccc2nsnc2c1 | 3 | i | 38 | -1 | 1 | 3 | -3 | -2 | 8 | 2
N#Cc1c(NC(=O)c2ccc(Br)o2)n(-c2ccccc2)c2nc3ccccc3nc12 | -5 | i | -17 | -5 | 26 | -7 | 4 | 15 | 7 | 27
COCCCNC(=O)c1cc2c(=O)n(C)c3ccccc3c2n1C | -8 | i | 9 | 1 | 6 | -1 | 4 | -2 | 29 | -6
COc1ccc(NS(=O)(=O)c2cc3c(cc2C)N(C(C)=O)CCO3)cc1 | -27 | i | 5 | 0 | 12 | -6 | -6 | -1 | 28 | 0
O=C(NC1CCN(S(=O)(=O)c2ccc(Cl)c(F)c2)CC1)c1cccnc1 | 0 | i | 8 | -2 | -7 | 1 | -1 | -1 | 24 | -1

Going on with the list:
compound | KLF5 inhibitor | PolyA inh | HSF-1 act | GSK3B inh | aSyn UTR inh | HSF1 inhib | IEC-6 tox | HSP90 inh | AI-2 QS mod | GSK3 alpha inh
Cc1ccc2nc(C)cc(OCC(=O)O)c2c1 | -8 | i | 4 | -2 | -13 | 3 | -5 | 1 | 13 | -2
CN1CCC=C(C(=O)N2c3ccccc3Sc3ccc(Cl)cc32)C1 | -25 | i | 5 | -1 | -1 | 0 | 3 | -2 | 22 | -1
CSC(=NC#N)N1CCN(c2ccc(Cl)cc2)CC1 | -73 | i | 56* | -2 | -9 | 27 | -5 | -8 | 25 | -3
CCOc1ccc(CCNC(=O)CCS(=O)(=O)c2ccc(OC)cc2)cc1OCC | -4 | i | -11 | 1 | -24 | -4 | 1 | 1 | 19 | -9
O=C(O)COc1ccc2c(c1)O/C(=C\c1cccs1)C2=O | 5 | i | -9 | -3 | 18 | -12 | -12 | 4 | 10 | 28
